Screening results as filed in PubChem.
Mtb UGM inh = blocks M. tuberculosis UGM enzyme | P9WIQ1 | purified UGM, fluorescence polarization probe displacement | inhibition, % at 10 µM | 0.06% of 320,000 active | AID 504406; in the data active means inhibition above about 10%, passing the limit was not always enough
Target sequence (P9WIQ1 whole entry, looked up): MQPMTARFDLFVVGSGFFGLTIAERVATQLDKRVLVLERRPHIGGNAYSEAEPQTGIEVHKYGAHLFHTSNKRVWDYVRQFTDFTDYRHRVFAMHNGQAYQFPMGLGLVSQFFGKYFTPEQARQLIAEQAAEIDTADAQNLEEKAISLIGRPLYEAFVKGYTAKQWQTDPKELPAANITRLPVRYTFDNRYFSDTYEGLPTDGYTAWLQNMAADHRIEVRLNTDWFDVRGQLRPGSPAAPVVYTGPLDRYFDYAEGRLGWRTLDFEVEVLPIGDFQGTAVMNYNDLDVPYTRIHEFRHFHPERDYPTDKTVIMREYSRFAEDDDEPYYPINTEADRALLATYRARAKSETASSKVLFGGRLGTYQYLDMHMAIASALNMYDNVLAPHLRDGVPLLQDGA
GDH-TPI counter = counter-screen for M. tuberculosis FBA inhibitors: GDH-TPI coupled enzymes; GDH-TPI coupled enzyme counterscreen, NADH absorbance; inhibition, % at 4.8 µM; 1.2% of 360,000 active; AID 588335; in the data active means inhibition above about 30%;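 further: 0% = DMSO wells and 100% = wells lacking the enzyme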
BH1578 lux ind = inducers of Vibrio cholerae quorum light production without autoinducers. V. cholerae BH1578 lux reporter, luminescence, 6 h. activation, % at 18.7 µM. 0.16% of 350,000 active. AID 588436; in the data active means activation mostly above about 9.7%, no sharp cut-off; further: not every result past the cut was called active; inactives centre near 0; reference of the scale not given here
Mtb BioA inh = BioA (M. tuberculosis) enzyme inhibition; purified M. tuberculosis BioA enzyme, plate reader; inhibition, % at 9.99 µM; 0.096% of 360,000 active; AID 602481; in the data active means inhibition above about 40%
PfHsp40 yeast = compounds rescuing yeast from Plasmodium falciparum HSP40 toxicity; S. cerevisiae expressing PfHsp40, growth rescue, ATP luminescence; growth rescue, % at 12.5 µM; 0.68% of 340,000 active; in the data active means growth rescue above about 28%, passing the limit was not always enough;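 further: yeast W303a lacking pdr1 and pdr3 grown in galactose medium; growth measured after three days at 30 °C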
Mtb FBA inh = inhibitors of M. tuberculosis fructose-bisphosphate aldolase; purified M. tuberculosis FBA, fluorescence read-out; inhibition, % at 1 µM; 2.3% of 360,000 active; in the data active means inhibition above about 27%;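 further: 0% = vehicle and 100% = reference inhibitor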
Target sequence (P9WQA3 whole entry, looked up): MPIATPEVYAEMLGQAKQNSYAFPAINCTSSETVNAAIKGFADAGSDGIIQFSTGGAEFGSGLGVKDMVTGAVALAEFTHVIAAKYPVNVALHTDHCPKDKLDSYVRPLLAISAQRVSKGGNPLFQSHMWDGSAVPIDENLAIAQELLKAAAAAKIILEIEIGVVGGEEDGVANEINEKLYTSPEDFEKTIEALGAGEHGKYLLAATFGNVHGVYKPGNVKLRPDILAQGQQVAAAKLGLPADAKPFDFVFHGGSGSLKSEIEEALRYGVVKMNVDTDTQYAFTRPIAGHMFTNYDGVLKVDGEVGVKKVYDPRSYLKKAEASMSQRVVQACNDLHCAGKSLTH
TcdB inh = blocks C. difficile toxin B glycohydrolase activity; P18177; TcdB glycohydrolase enzymatic assay, plate reader; inhibition, % at 9.99 µM; 0.24% of 350,000 active; in the data active means inhibition above about 10%
Yp Topo-I inh = inhibitors of Yersinia pestis topoisomerase I; Y. pestis Topo-I cleavage product accumulation, plate reader; activity, % at 10 µM; AID 504884; 0.064% of 360,000 active; in the data active means activity above about 50%, passing the limit was not always enough; further: inactives centre near 2
FadD28 binding = inhibitors of Mycobacterium tuberculosis FadD28 bisubstrate binding; FadD28 bisubstrate probe binding, fluorescence polarization; inhibition, % at 12.5 µM; 0.22% of 360,000 active; AID 588549; in the data active means inhibition above about 8.5%, passing the limit was not always enough
An asterisk follows results filed as active; i = inactive; nt = no result given; & = joins results of further samples. Compounds were not picked by outcome. Share with any hit: about 4.6%.

SMILES	Mtb UGM inh	GDH-TPI counter	BH1578 lux ind	Mtb BioA inh	PfHsp40 yeast	Mtb FBA inh	TcdB inh	Yp Topo-I inh	FadD28 binding
CC1(C(=O)NS(=O)(=O)c2ccc(Cl)cc2)CCN1C(=O)Cc1ccccc1 (stereo not drawn)	nt	12	-0.1	-1.8	nt	-2	-0.2	0	-1.3
Cn1nc(CC(=O)Nc2ncc(Br)s2)c2ccccc2c1=O	-0.2	5	0.0	0.5	-0.9	0	nt	0	-0.6
CNC(=O)c1sc(-c2ccccn2)nc1C	-0.7	1	-1.0	nt	0.4	-5	0.5	-4	-2.8
CCC(C)c1ccccc1NC(=O)C(C)Sc1n[nH]c(N)n1 (stereo not drawn)	-0.2	8	-2.5	nt	-0.5	0	-1.4	-1	-1.0
O=S1(=O)CCC(NC2CCCC2)C1 (stereo not drawn)	-3.9	-3	i	-0.7	-1.6	0	0.2	-4	-2.4
Cc1ccc(OCC(=O)N2CC3(C)CC2CC(C)(C)C3)cc1 (stereo not drawn)	1.6	2	-0.2	2.0	0.8	-7	nt	11	-0.8
NC(=O)NOCc1ccccc1F	-0.7	6	i	0.9	-0.5	-2	1.2	2	-1.7
CC(C)(C)CC(=O)Nc1cc(S(=O)(=O)N2CCOCC2)ccc1N1CCCC1	1.2	13	-0.3	-1.3	-0.9	4	0.6	2	-0.1
Cc1ccc2nc(Cl)c(/C=N/Nc3ccc(C(=O)O)cc3)cc2c1	0.2	15	-2.1	nt	1.7	25	-1.4	-13	-2.5
CCCCn1c(-c2cccc(Br)c2)nc2cc3[nH]c(=O)c(C(C)C)nc3cc21	2.8	21	-0.8	-1.5	1.0	34*	0.7	17	-8.6
CCOc1ccc(Cl)cc1/C=N/NC(N)=O	-3.0	-3	-0.9	nt	-1.6	-3	5.8	2	-4.6
COc1ccc(Cl)cc1NC(=O)NCC1CCN(Cc2ccccc2F)CC1	1.1	-4	-0.7	-1.7	0.6	0	-1.1	4	-3.0
c1ccc(-c2oc3ncnc(NCCN4CCOCC4)c3c2-c2ccccc2)cc1	-1.7	-1	i	1.5	1.0	13	2.3	15	-9.1
CC(Oc1ccc(Cl)cc1)/C(N)=N/O (stereo not drawn)	-1.2	5	0.4	nt	0.2	9	0.6	-4	-0.1
CC(=O)Nc1cc(-c2cccc(CO)c2)cn2c(-c3ccc(F)cc3)cnc12	nt	6	0.3	2.4	nt	2	0.1	26	-2.5
COc1ccc(OCC(O)CN2CCOCC2)cc1 (stereo not drawn)	-0.7	-2	-0.2	-0.3	-1.9	-3	0.6	-3	-2.6
Nc1nc2ccc(Cl)cc2[nH]1	nt	-6	i	0.8	0.6	0	1.9	-3	-3.0
Cc1ccc(NNC(=O)C(=O)N2CCCCC2)cc1	1.5	5	0.4	nt	1.6	0	-7.1	8	1.5
COc1ccc(-n2c(C)nc3sc4c(c3c2=O)CCC4)cc1	nt	4	-0.5	nt	0.8	3	1.4	4	0.3
CCN(CC)CCC(c1cc(OC)c(OC)c(OC)c1)c1c(OC)cc(OC)c2c(-c3ccccc3)cc(=O)oc12 (stereo not drawn)	4.5	16	-11	-0.7	0.2	0	1.2	-10	-3.6
COc1cccc(C(c2sc3nc(C)nn3c2O)N2CCc3ccccc3C2)c1 (stereo not drawn)	0.4	1	-0.2	-0.9	0.7	0	1.5	16	0.2
CSc1ccccc1OCc1cc(C(=O)NCCn2nc(C)cc2C)no1	0.5	9	i	0.1	0.2	4	-0.3	-2	-2.4
CC(=O)c1ccc(S(=O)(=O)N2CCN(C(=O)CSc3ccc(F)cc3)CC2)cc1	-0.9	-1	-0.3	2.6	-1.2	0	1.5	18	-3.1
CCOC(=O)c1c(C)[nH]c(C(=O)N(C)Cc2cccc(OC)c2OC)c1C	-0.4	3	-0.1	nt	1.7	-2	2.3	11	-1.7
CCCCN1C(=O)C(CC(=O)NCc2cccc3ccccc23)CC(C(=O)N(C)C)=C1C (stereo not drawn)	nt	9	-0.2	0.1	nt	2	1.8	9	-1.9
CCOc1ccc(CCNC(=O)CCn2ccc3cc(S(=O)(=O)N4CCCC4)ccc32)cc1	0.4	5	i	-0.1	1.9	-2	-0.4	35	-3.5
O=C(O)CCc1nc2ccccc2n(CCc2ccccc2)c1=O	1.9	9	i	3.5	-1.1	13	nt	3	-2.9
Cc1ccc2c(C)nc(Nc3nc(CSc4nc5ccccc5s4)cc(=O)[nH]3)nc2c1	nt	8	-0.3	-6.6	-0.1	2	2.7	-4	-1.1
CN1CCN(C2CCN(Cc3ccc(O)c4ncccc34)CC2)CC1	-1.6	4	-0.3	-0.7	-0.7	-4	0.0	4	-3.1
CNC(=O)NC(=O)C(C)OC(=O)c1oc2ccccc2c1CSc1ccc(Cl)cc1 (stereo not drawn)	-1.3	9	1.4	nt	1.4	-1	0.5	21	-2.7
CCc1cccc(C)c1NC(=O)CN(C)C1=NS(=O)(=O)c2ccccc21	nt	-3	-0.6	-2.9	0.2	-2	-11	3	0.6
Cn1c(CN2CCCC(C(=O)c3ccc4c(c3)OCO4)C2)nc2ccccc21 (stereo not drawn)	0.5	-3	i	1.2	-1.3	-1	nt	7	-3.2
CCOc1cc(-c2c(C)c(C)nc(N)c2C#N)ccc1O	1.4	14	-0.5	-0.2	-0.1	5	nt	6	-2.4
Clc1ccc(-c2nnc(-c3ccccc3)o2)cn1	-1.3	-8	i	0.3	3.3	8	2.3	6	nt
COc1ccc(COc2ccccc2C(=O)Nc2ccccn2)cc1[N+](=O)[O-]	-2.2	9	-0.2	-1.4	-1.8	2	-0.5	-2	-2.9
Cc1ccc2nc(SC(C(=O)c3ccccc3)c3ccccc3)nc(C)c2c1 (stereo not drawn)	1.8	-2	-1.6	nt	0.5	1	-0.8	15	-1.2
O=c1cc(-c2ccccc2Cl)oc2c(NS(=O)(=O)c3ccccc3C(F)(F)F)ccc(O)c12	-0.9	0	i	-4.2	-0.5	7	0.6	-5	-9.2
CS(=O)(=O)c1ccc(Cl)c(NC(=O)c2cc(=O)[nH]c3ccc(S(=O)(=O)N4CCOCC4)cc23)c1	1.7	10	i	nt	-0.6	6	1.7	0	0.7
CC(C)(C)C(=O)Nc1sc2c(c1C#N)CCN(Cc1ccccc1)C2	5.8	4	i	4.8	0.4	9	-0.5	-5	-1.1
COc1cc(/C=C(\C#N)C(=O)Nc2ccc3ccccc3c2)c([N+](=O)[O-])cc1OC	3.8	15	-0.2	nt	-0.8	2	nt	-7	1.8

Gathered by group: those above with an NH in an aromatic ring
SMILES	Mtb UGM inh	GDH-TPI counter	BH1578 lux ind	Mtb BioA inh	PfHsp40 yeast	Mtb FBA inh	TcdB inh	Yp Topo-I inh	FadD28 binding
CCC(C)c1ccccc1NC(=O)C(C)Sc1n[nH]c(N)n1 (stereo not drawn)	-0.2	8	-2.5	nt	-0.5	0	-1.4	-1	-1.0
CCCCn1c(-c2cccc(Br)c2)nc2cc3[nH]c(=O)c(C(C)C)nc3cc21	2.8	21	-0.8	-1.5	1.0	34*	0.7	17	-8.6
Nc1nc2ccc(Cl)cc2[nH]1	nt	-6	i	0.8	0.6	0	1.9	-3	-3.0
CCOC(=O)c1c(C)[nH]c(C(=O)N(C)Cc2cccc(OC)c2OC)c1C	-0.4	3	-0.1	nt	1.7	-2	2.3	11	-1.7
Cc1ccc2c(C)nc(Nc3nc(CSc4nc5ccccc5s4)cc(=O)[nH]3)nc2c1	nt	8	-0.3	-6.6	-0.1	2	2.7	-4	-1.1
CS(=O)(=O)c1ccc(Cl)c(NC(=O)c2cc(=O)[nH]c3ccc(S(=O)(=O)N4CCOCC4)cc23)c1	1.7	10	i	nt	-0.6	6	1.7	0	0.7

Further results follow.
SMILES	Mtb UGM inh	GDH-TPI counter	BH1578 lux ind	Mtb BioA inh	PfHsp40 yeast	Mtb FBA inh	TcdB inh	Yp Topo-I inh	FadD28 binding
COc1cccc(CNC(=O)CN(C)S(=O)(=O)c2ccc3c(c2)CC(C)N3C(C)=O)c1 (stereo not drawn)	0.1	-12	-0.2	12	0.7	-2	1.2	-1	-2.6
CCOc1ccc(NC(=O)c2sc3nc(N4CCOCC4)c4c(c3c2N)CCCC4)cc1	-0.1	18	-4.3	nt	1.4	16	0.3	13	-2.1
O=C(O)C1CCN(C(=O)OCc2ccccc2)CC1	-1.2	1	-1.6	2.1	-0.9	2	nt	2	-0.5
N/C(=N\OC(=O)c1cc(-c2ccccc2)nc2ccccc12)c1cccnc1	0.2	15	-0.2	0.9	0.0	-1	0.8	12	2.2
CN(C(=O)CCN1C(=O)c2ccccc2C1=O)C1CCCCC1	-0.2	5	i	1.0	0.1	1	nt	11	-2.1
COc1cccc(C(=O)NCCCN2CCN(CCCNC(=O)c3cccc(OC)c3)CC2)c1	-1.1	0	-0.4	nt	-0.8	0	nt	0	-4.4
Cc1nc2c(C(=O)N3CCN(c4ccccn4)CC3)cnn2c(C)c1Cc1cccc(Cl)c1	-2.9	1	i	40*	2.1	3	nt	19	-1.9
COc1cccc(C(=O)NCC(=O)NNc2ncnc(N)c2[N+](=O)[O-])c1	0.6	11	3.6	nt	0.1	-5	0.9	4	-2.1
CC1CCN(S(=O)(=O)c2cc(C(=O)N3CCN(c4ccccc4)CC3)ccc2Br)CC1	nt	-1	-0.9	0.3	nt	-3	1.6	33	-1.8
NNC(=O)c1snnc1-c1ccccc1	0.9	5	-0.1	nt	-0.3	4	-4.5	0	0.2
COc1ccc(C(=O)NC2=NCCS2)cc1S(=O)(=O)N1CCOCC1	nt	-5	i	-1.0	nt	2	0.4	1	-0.7
Cn1c(=O)c(C(=O)COc2ccc(C#N)cc2)c(N)n(Cc2ccccc2)c1=O	0.2	-5	-0.4	-1.0	-0.6	3	-0.7	6	-2.8
O=C(N/N=C/c1ccccn1)c1cc(-c2ccc(Br)s2)[nH]n1	-1.1	2	-0.5	-1.2	1.2	-2	-5.9	3	-5.0
O=C(CCc1ccccc1)Nc1cc(C(=O)O)cc(C(=O)O)c1	0.0	1	-0.2	-1.9	-0.2	1	1.6	7	-2.1
Cc1ccc(S(=O)(=O)Nc2c(C)nn(C)c2C)cc1	3.9	3	-4.0	-1.1	0.1	-2	0.5	-2	-1.5
COc1ccc(S(=O)(=O)Nc2ccc3c(c2)C(=O)N([C@H](C)CO)C[C@H](C)[C@@H](CN(C)C(=O)Nc2c(C)noc2C)O3)cc1	0.6	-4	i	-0.7&0.0	-2.0	-3	0.2&0.7	-8	-1.2
Cc1cc(Cl)ccc1OC(C)C(=O)Nc1ccc(S(=O)(=O)N2CCOCC2)cc1 (stereo not drawn)	5.3	10	2.2	-1.6	0.1	-3	0.4	28	-8.1
COCCN(Cc1ccccc1)C(=O)c1c(C)nn(-c2ccccc2)c1C	-1.1	6	-0.3	-0.6	0.0	2	-0.3	-3	-0.9
NC(N)=Nc1nc(C2COc3ccccc3O2)cs1 (stereo not drawn)	-1.7	-5	0.6	nt	0.7	-1	0.9	-10	-4.2
Cc1ccc(NC(=O)Nc2nnc(Cc3ccc(F)cc3)s2)cc1	-1.8	-1	-1.2	-2.0	-0.6	2	-0.6	4	nt
O=C(C1CCN(S(=O)(=O)c2ccccc2F)CC1)N1CCc2ccccc21	-1.0	9	-0.3	-0.3	2.7	-1	-0.3	17	-3.8
COC(=O)c1ccccc1OCc1cccc(C)n1	-2.0	4	i	-1.4	-0.2	-2	nt	0	-1.0
Cc1cc(C)nc(NS(=O)(=O)c2ccc(NC(=O)CSc3nc4ccccc4[nH]3)cc2)n1	-2.4	1	-0.4	-4.5	1.2	2	2.6	-7	-3.3
O=C1Oc2ccccc2C(=O)/C1=C\N1CCN(c2ccccc2)CC1	-1.0	-1	-1.6	nt	0.1	0	2.9	-8	-3.0
O=C(NCCc1ccccc1)C1(S(=O)(=O)c2ccc(Cl)cc2)CC1	-0.6	-7	i	2.5	-1.4	-3	-0.5	2	-5.1
CC(=O)Nc1ccc(-c2ccc(NC(C)=O)c(O)c2)cc1O	0.4	17	-0.6	-1.8	0.3	0	-0.9	-1	0.0
CN1CCN(CCCN2c3ccccc3Sc3ccc(C(F)(F)F)cc32)CC1	-5.0	10&12&13	-5.6	1.1	0.0&-0.8&0.7	2&7&0	3.7&3.1&3.2	-17&-9&-1	-1.4&-3.5&-4.2
Cc1ccc(C(c2c(C)[nH][nH]c2=O)c2c(C)[nH][nH]c2=O)cc1[N+](=O)[O-]	-3.2	0	-0.6	1.4	-0.8	2	nt	0	-2.6
CCN(c1ccccc1)S(=O)(=O)c1ccc(OC)c(NC(=O)Cc2ccc(OC)c(OC)c2)c1	0.2	-4	-2.0	0.3	0.9	0	0.2	21	-3.0
